Assay outcomes deposited in PubChem by National Center for Advancing Translational Sciences (NCATS).
GoLoco inh red: qHTS Assay for Inhibitors of RGS12 GoLoco Motif Activity (Red Fluorophore); 230,000 tested, 0.44% active; Gai1:RGS12 GoLoco peptide FP, rhodamine, 10 min; Guanine nucleotide-binding protein G(i) subunit alpha-1 (Homo sapiens), P63096; Potency, µM (doses to about 61.6 µM), for inactives: at the highest dose activity, negative = inhibition, hits mostly inhibitors; active means well fitted inhibition curve with a large enough effect, not every such curve was filed as active; inactive means no such curve, though single readings can be large or run the other way; further: nearly all actives have a fitted effect of over 30% in size; many of its hits are not listed in these tables
JMJD2E inh: qHTS Assay for Inhibitors of Human Jumonji Domain Containing 2E (JMJD2E) | JMJD2E catalytic domain, FDH-coupled NADH fluorescence (FDH is formaldehyde dehydrogenase) | Potency, µM (titrated, usually from 57.1 µM), for the others: top-dose activity change, negative = inhibition, most hits filed as inhibitors | 230,000 tested, 1.6% active; active means well fitted inhibition curve with a large enough effect, not every such curve was filed as active; inconclusive means small, poorly fitted or top-dose-only effect, or another doubt; inactive means no such curve, though single readings can be large or run the other way;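 further: 0% = wells with enzyme and -100% = buffer wells without enzyme; nearly all actives have a fitted effect of over 50% in size; many of its hits are not listed in these tables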
Target sequence (B2RXH2 1-337 limits assumed): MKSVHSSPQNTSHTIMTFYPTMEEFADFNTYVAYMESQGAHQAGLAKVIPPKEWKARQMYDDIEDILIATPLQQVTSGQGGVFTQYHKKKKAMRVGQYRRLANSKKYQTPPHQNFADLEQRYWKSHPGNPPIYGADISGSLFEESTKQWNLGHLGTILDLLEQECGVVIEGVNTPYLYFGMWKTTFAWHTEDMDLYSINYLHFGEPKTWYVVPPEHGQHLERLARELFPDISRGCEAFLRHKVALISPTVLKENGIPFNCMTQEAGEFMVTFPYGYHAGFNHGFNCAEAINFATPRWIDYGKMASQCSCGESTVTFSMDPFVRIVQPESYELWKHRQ
RECQ1 inh: qHTS Assay for Inhibitors of RecQ-Like Dna Helicase 1 (RECQ1) | ATP-dependent DNA helicase Q1 (Homo sapiens), P46063 | RECQ1 DNA unwinding, red fluorescence kinetic read | Potency, µM (doses to about 57.3 µM), for the others: at the highest dose activity, negative = inhibition, usual class: inhibitors | 240,000 tested, 0.54% active | AID 2549, 2010;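 further: plate controls were vehicle for no effect and no enzyme for full effect; nearly all actives have a fitted effect of over 30% in size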
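50 nM RECQ1T1 preincubated 15 min with compound in Tris pH 8.0 buffer with MgCl2, DTT, Tween-20 and 2.5 ug/ml poly(dI-dC); started with 200 nM TAMRA/BHQ-2 forked duplex and 2 mM ATP. Unwinding read as fluorescence (525/598 nm), two reads 2 h apart.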
L3MBTL1 block: qHTS Assay for the Inhibitors of L3MBTL1 | Potency, µM (doses to about 57.1 µM), inactives show at the highest dose activity, negative = inhibition, hits mostly inhibitors | Lethal(3)malignant brain tumor-like protein 1 (Homo sapiens), Q9Y468 | 230,000 tested, 0.66% active | AID 485360, 2010 | AlphaScreen L3MBTL1–H3K9me1 peptide binding; further: nearly all actives have a fitted effect of over 60% in size
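Displacement of a biotinylated histone H3(1-15) peptide monomethylated at Lys9 (75 nM) from L3MBTL1 (50 nM) was measured by AlphaScreen after a 30 min room-temperature compound incubation; cefsulodin titration served as intraplate control.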
Tau FP inhib: qHTS for Inhibitors of Tau Fibril Formation, Fluorescence Polarization. Microtubule-associated protein tau (Homo sapiens), P10636. K18 P301L tau heparin fibrillization, Alexa594 FP, 6 h. Potency, µM (titrated, usually from 57.7 µM), without a hit: top-dose activity, negative = inhibition, hits mostly inhibitors. 280,000 tested, 0.39% active; further: nearly all actives have a fitted effect of over 55% in size
Target sequence (P10636 561-689 P618L limits assumed): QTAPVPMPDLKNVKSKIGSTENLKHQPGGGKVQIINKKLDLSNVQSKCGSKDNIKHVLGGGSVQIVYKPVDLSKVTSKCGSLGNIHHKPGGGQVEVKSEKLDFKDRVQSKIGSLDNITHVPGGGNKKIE
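Human K18 P301L fragment (15 uM unlabeled plus 0.24 uM Alexa 594-labeled) in 100 mM sodium acetate pH 7 with compound, aggregation induced by 20 uM heparin for 6 hr at 37 C. ThT (30 uM) added for 1 hr, then Alexa 594 FP read.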
Tau fibril ThT: qHTS for Inhibitors of Tau Fibril Formation, Thioflavin T Binding | Microtubule-associated protein tau (Homo sapiens), P10636 | recombinant tau K18 P301L, heparin-induced fibrillization, ThT fluorescence | Potency, µM (highest dose often 57.4 µM), for inactives: at the highest dose activity, negative = inhibition, most hits filed as inhibitors | 270,000 tested, 2.1% active | AID 1460, 2008; further: nearly all actives have a fitted effect of over 55% in size
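Fibril formation assay: tau K18 P301L at 15 uM with trace Alexa 594 label, heparin inducer 20 uM, pH 7 sodium acetate buffer, 37 C for 6 hr; endpoint ThT signal.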
TexasRed fluor: Total Fluorescence Counterscreen for Inhibitors of the Interaction of Thyroid Hormone Receptor and Steroid Receptor Coregulator 2 | TRb/SRC2 Texas Red total fluorescence interference | Potency, µM (titrated, usually from 106 µM), without a hit: at the top dose fluorescence change, negative = quenching | 280,000 tested, 0.29% active | AID 1479, 2009; active means well fitted curve in either direction with a large enough effect; inconclusive means small, poorly fitted or top-dose-only effect
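Human TRβ ligand-binding domain (0.6 uM) and Texas Red SRC2 peptide (20 nM) in Tris buffer with 1 uM T3 and 5% DMSO were incubated with pinned compound for 5 hr at ambient temperature. Total fluorescence was computed as S + 2P (555/632 nm).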
TRb SRC2 PPI: qHTS for Inhibitors of the Interaction of Thyroid Hormone Receptor and Steroid Receptor Coregulator 2; TRbeta-SRC2 peptide binding, fluorescence polarization; receptor liganded with 1 µM T3; 280,000 tested, 0.065% active; AID 1469, 2008; Thyroid hormone receptor beta (Homo sapiens), P10828; Potency, µM (series often up to 106 µM), for the others: at the top dose activity change, negative = inhibition, hits mostly inhibitors;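 further: plate controls were bound peptide for no effect and peptide without receptor for full effect; nearly all actives have a fitted effect of over 50% in size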
Target sequence (P10828 whole entry, looked up): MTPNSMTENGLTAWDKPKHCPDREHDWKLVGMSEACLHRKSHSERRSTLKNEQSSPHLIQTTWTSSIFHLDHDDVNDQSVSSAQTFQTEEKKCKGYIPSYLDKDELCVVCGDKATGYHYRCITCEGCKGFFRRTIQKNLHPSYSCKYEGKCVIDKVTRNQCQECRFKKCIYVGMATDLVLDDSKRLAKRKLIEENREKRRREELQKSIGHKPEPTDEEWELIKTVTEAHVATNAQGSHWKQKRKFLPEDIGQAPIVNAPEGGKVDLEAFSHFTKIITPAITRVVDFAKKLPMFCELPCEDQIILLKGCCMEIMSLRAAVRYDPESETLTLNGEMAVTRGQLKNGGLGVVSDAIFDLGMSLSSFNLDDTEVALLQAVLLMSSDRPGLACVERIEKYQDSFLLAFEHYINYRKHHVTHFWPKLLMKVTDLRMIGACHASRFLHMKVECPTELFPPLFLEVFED
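Fluorescence polarization of 20 nM Texas Red SRC2 peptide with 0.6 uM human TRb ligand-binding domain, in Tris buffer with 1uM T3 and 5% DMSO. Incubated 5 hr ambient; normalized to unbound and bound controls.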
* = called active by the depositor; [ ] = remark or other dose. Unless noted, the call rests on the fitted dose curve; in most records, active means well fitted curve in the direction sought with a large enough effect; inconclusive means small, poorly fitted or top-dose-only effect, or another doubt; inactive means no such curve, though single readings can be large; an effect the other way counts as inactive or inconclusive. Unless noted, on the % scale 0 is the no-effect control and ±100 the full control effect; potency means the concentration at half of the fitted maximal effect. This is a subset, so the mix of outcomes need not match the whole.

`CCOCC(=O)Nc1ccc(-c2cn3c(C)csc3n2)cc1` gave Tau FP inhib 6.1%, Tau fibril ThT inconclusive, TexasRed fluor -1.0% and TRb SRC2 PPI -0.5%.
O=C1C2CC=CCC2C(=O)N1c1n[nH]c(-c2ccccc2)n1 (stereo not given) was read as GoLoco inh red 20.2%, JMJD2E inh -0.3%, RECQ1 inh 12.3%, Tau FP inhib 0.9%, Tau fibril ThT -2.9%, TexasRed fluor 0.2% and TRb SRC2 PPI 0.0%.
For CCOC(=O)Cc1csc(NC(=O)c2c(-c3c(F)cccc3Cl)noc2C)n1 the results were GoLoco inh red 5.9%, JMJD2E inh 4.5%, RECQ1 inh -2.6%, Tau FP inhib -3.8%, Tau fibril ThT 2.8%, TexasRed fluor 1.0% and TRb SRC2 PPI 6.5%.
Screening COc1ccc(NCc2n[nH]c(=O)c3ccccc23)cc1 returned GoLoco inh red 3.9%, JMJD2E inh -18.2%, RECQ1 inh -4.1%, Tau FP inhib 1.2%, Tau fibril ThT inconclusive, TexasRed fluor -1.2% and TRb SRC2 PPI 7.6%.
Cc1ccc(NC(=S)N(CCN(C)C)Cc2cccs2)c(C)c1 was read as GoLoco inh red 9.9%, JMJD2E inh 3.2%, RECQ1 inh -4.9%, Tau FP inhib 8.3%, Tau fibril ThT -7.5%, TexasRed fluor 0.5% and TRb SRC2 PPI 1.1%.
Screening COc1ccccc1NC(=O)c1cc2cc3ccc(OC)c(Cl)c3nc2s1 returned Tau FP inhib -3.1%, Tau fibril ThT 1.2%, TexasRed fluor -4.0% and TRb SRC2 PPI 3.4%.
`O=C(Cn1cc([N+](=O)[O-])cn1)N1N=C(C(F)F)CC1(O)C(F)F` (stereo not given) gave GoLoco inh red -1.8%, JMJD2E inh 1.6%, RECQ1 inh inactive, L3MBTL1 block -5.9%, Tau FP inhib -6.9%, Tau fibril ThT -4.9%, TexasRed fluor -2.2% and TRb SRC2 PPI -6.6%.
Screening COc1ccccc1NC(=O)C(=O)c1cc(C)n(-c2cc(C)cc(C)c2)c1C returned Tau FP inhib -2.1%, Tau fibril ThT 0.7%, TexasRed fluor 0.1% and TRb SRC2 PPI 1.7%.
For COc1ccccc1CNS(=O)(=O)c1c(C)nc2sc(C)cn2c1=O the results were Tau FP inhib -5.8%, Tau fibril ThT -5.9%, TexasRed fluor -1.1% and TRb SRC2 PPI -4.7%.
CC(C)(C)c1cccc(P(=O)(c2ccccc2)c2ccccc2)c1O was read as GoLoco inh red 0.2%, JMJD2E inh 4.3%, RECQ1 inh -15.2%, L3MBTL1 block 1.8%, Tau FP inhib 2.6%, Tau fibril ThT -9.2%, TexasRed fluor -0.7% and TRb SRC2 PPI -7.8%.
`CS(=O)(=O)N1N=C(c2cccs2)CC1c1ccco1` (stereo not given) gave GoLoco inh red 27.2%, JMJD2E inh inconclusive, RECQ1 inh -21.0%, L3MBTL1 block -7.9%, Tau FP inhib -16.4%, Tau fibril ThT inconclusive, TexasRed fluor -2.2% and TRb SRC2 PPI 4.8%.
Screening CCN(CCCNC(=O)CN1N=C(c2ccc(C)cc2)CCC1=O)c1ccccc1 returned Tau FP inhib 2.9%, Tau fibril ThT -16.6%, TexasRed fluor -3.5% and TRb SRC2 PPI -4.4%.
Screening Cc1ccccc1NC(=O)c1cc(S(=O)(=O)c2ccccc2)ccc1Cl returned GoLoco inh red 1.3%, JMJD2E inh 1.3%, RECQ1 inh -4.9%, Tau FP inhib 1.6%, Tau fibril ThT -6.4%, TexasRed fluor -0.4% and TRb SRC2 PPI -12.4%.
COc1ccc(-n2nnnc2S(=O)(=O)Cc2ccc(C(=O)O)cc2)cc1 was read as GoLoco inh red -28.2%, JMJD2E inh -6.5%, RECQ1 inh -3.6%, L3MBTL1 block -12.6%, Tau FP inhib -9.0%, Tau fibril ThT inconclusive, TexasRed fluor -1.5% and TRb SRC2 PPI -25.1%.
For Cc1ccc(CNC(=O)c2nc(SCc3ccc(C)cc3)ncc2Cl)cc1 the results were Tau FP inhib -3.7%, Tau fibril ThT 6.8%, TexasRed fluor -2.2% and TRb SRC2 PPI -6.6%.
For C/C(=C\c1ccccc1)C(=O)NCCCn1ccnc1 the results were GoLoco inh red -4.0%, JMJD2E inh 4.1%, RECQ1 inh -3.7%, L3MBTL1 block -0.1%, Tau FP inhib -6.6%, Tau fibril ThT -5.3%, TexasRed fluor -4.5% and TRb SRC2 PPI 2.7%.
COc1ccccc1NS(=O)(=O)c1cccc(NC(=O)Nc2ccccc2)c1 was read as GoLoco inh red 9.2%, JMJD2E inh -0.7%, RECQ1 inh -9.8%, L3MBTL1 block 2.3%, Tau FP inhib inconclusive, Tau fibril ThT 15.4%, TexasRed fluor 1.1% and TRb SRC2 PPI -13.3%.
For O=C(CSCc1ccco1)NC1CCCC1 the results were GoLoco inh red 5.6%, JMJD2E inh 4.6%, RECQ1 inh -10.1%, L3MBTL1 block 3.5%, Tau FP inhib -2.3%, Tau fibril ThT -9.5%, TexasRed fluor 2.0% and TRb SRC2 PPI 6.5%.
`CC(C)CNC(=O)COC(=O)c1ccccc1SCC(=O)NCC(C)C` gave GoLoco inh red -14.6%, JMJD2E inh 2.7%, RECQ1 inh 7.1%, L3MBTL1 block 13.9%, Tau FP inhib 7.6%, Tau fibril ThT 4.2%, TexasRed fluor 0.3% and TRb SRC2 PPI -7.0%.
COc1cc(NC(=O)C2CCCO2)c(OC)cc1Cl (stereo not given) was read as GoLoco inh red 3.8%, JMJD2E inh 0.4%, RECQ1 inh -2.4%, L3MBTL1 block 8.7%, Tau FP inhib -3.1%, Tau fibril ThT -8.1%, TexasRed fluor -1.9% and TRb SRC2 PPI -3.4%.
For CCc1nc(SCc2ccc([N+](=O)[O-])cc2)n[nH]1 the results were GoLoco inh red -6.7%, JMJD2E inh 3.9%, RECQ1 inh 8.4%, L3MBTL1 block -1.6%, Tau FP inhib 2.8%, Tau fibril ThT -7.3%, TexasRed fluor -0.3% and TRb SRC2 PPI 2.0%.
`C=CCOc1ccc2c(c1)c(=O)cc(C(=O)O)n2CC` gave GoLoco inh red 1.2%, JMJD2E inh inconclusive, RECQ1 inh -7.7%, L3MBTL1 block 7.2%, Tau FP inhib -4.5%, Tau fibril ThT 4.6%, TexasRed fluor -4.4% and TRb SRC2 PPI -2.3%.
N/C(=N\OC(=O)COc1ccc(Cl)cc1)c1cccnc1 was read as GoLoco inh red 3.2%, JMJD2E inh 3.4%, RECQ1 inh -6.9%, L3MBTL1 block 8.7%, Tau FP inhib 3.9%, Tau fibril ThT -17.4%, TexasRed fluor -1.3% and TRb SRC2 PPI -1.0%.
For Cn1c(=O)c2c(-c3ccc(Cl)cc3)n(CCc3ccccc3)cc2n(C)c1=O the results were Tau FP inhib -1.1%, Tau fibril ThT inconclusive, TexasRed fluor 0.9% and TRb SRC2 PPI -4.1%.
CCNC(=S)NNC(=O)c1ccc(OC(F)F)cc1 was read as GoLoco inh red -18.7%, JMJD2E inh -1.5%, RECQ1 inh inactive, Tau FP inhib 5.7%, Tau fibril ThT 3.1%, TexasRed fluor -2.0% and TRb SRC2 PPI -13.5%.
For CNNC(=O)C(=O)NNS(=O)(=O)c1ccccc1 the results were GoLoco inh red 8.0%, JMJD2E inh -23.3%, RECQ1 inh -10.3%, L3MBTL1 block 5.6%, Tau FP inhib -6.4%, Tau fibril ThT 4.1%, TexasRed fluor -6.3% and TRb SRC2 PPI -3.5%.
O=C(CSc1cn(CC(=O)N2CCCCC2)c2ccccc12)Nc1ccccc1F was read as Tau FP inhib -2.8%, Tau fibril ThT -2.8%, TexasRed fluor -2.9% and TRb SRC2 PPI 7.7%.
`COc1ccc(/C=N/NC(=O)C(C)n2nnc3ccccc32)cc1OC` (stereo not given) gave GoLoco inh red -1.7%, JMJD2E inh -3.1%, RECQ1 inh 7.4%, Tau FP inhib -2.9%, Tau fibril ThT -5.8%, TexasRed fluor -1.1% and TRb SRC2 PPI -0.2%.
Screening O=C(Cc1n[nH]c(=O)c2ccccc12)Nc1cccc(S(=O)(=O)N2CCCC2)c1 returned GoLoco inh red -1.6%, JMJD2E inh -1.5%, RECQ1 inh -15.4%, L3MBTL1 block 4.4%, Tau FP inhib 3.1%, Tau fibril ThT -1.4%, TexasRed fluor -2.4% and TRb SRC2 PPI 1.4%.
Screening CC1Cc2ccccc2N1S(=O)(=O)c1cccc(C(=O)N2CC(=O)Nc3ccccc32)c1 (stereo not given) returned GoLoco inh red 31.4%[activator], JMJD2E inh inconclusive, RECQ1 inh -5.8%, L3MBTL1 block -15.5%, Tau FP inhib 0.4%, Tau fibril ThT -10.0%, TexasRed fluor 0.1% and TRb SRC2 PPI 0.7%.
For Fc1ccc(-c2cn3cc(Cc4ccccc4Cl)sc3n2)cc1 the results were Tau FP inhib inconclusive, Tau fibril ThT -0.2%, TexasRed fluor inconclusive and TRb SRC2 PPI 0.3%.
Cc1c(C2(O)C(=O)Nc3ccc(F)cc32)c(=O)n(-c2ccccc2)n1C (stereo not given) was read as GoLoco inh red -15.4%, JMJD2E inh -0.9%, RECQ1 inh -4.8%, L3MBTL1 block 2.2%, Tau FP inhib -1.9%, Tau fibril ThT -1.4%, TexasRed fluor 1.7% and TRb SRC2 PPI -6.2%.
